Source: PubChem
ABHD5 PLIN5 PPI: inhibitors of human ABHD5-perilipin-5 interaction; Q00G26+Q8WTS1; inhibition, % at 4 µM; Split G. princeps luciferase complementation, luminescence, 4 h; 0.78% of 360,000 active; AID 602281;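 active = inhibition above the mean inhibition across every tested compound plus 3 SD, cut at about 22% in these data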;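 also: 0% = DMSO only wells and the 100% control is not disclosed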
Exocytosis inh: blocks lytic granule exocytosis | TALL-104 LAMP-1 surface exposure, flow cytometry; cells stimulated with thapsigargin and PMA | inhibition, % at 10 µM | 0.66% of 360,000 active | AID 651702;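 active = inhibition above about 55%, limit read from the data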
N-glyco inh: blocks N-linked glycosylation in D54 reporter cells. D54 ERlucT glycosylation luciferase reporter, 24 h; percent of 100 nM tunicamycin response. AID 588692. 0.23% of 360,000 active. reporter increase, % at 12.5 µM;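 active = mean luciferase reporter signal, scaled so untreated is 0 and the glycosylation-blocking control 100, at or above a set limit in every replicate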;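 also: luciferase carries N-glycosylation sites so blocking glycosylation raises the light; 0% = median of neutral control wells and 100% = median of 100 nM tunicamycin wells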
aDG glyco up: alpha-DG glycosylation activation; activation, % at 10 µM; 0.22% of 360,000 active; Pro5-aDG cells, alpha-DG glycosylation AlphaScreen (IIH6); 0% Pro5, 100% B10-LARGE cell signal;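 active = activation of at least 8% versus controls, or a plate z-score of at least 8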;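 also: Pro5 are CHO cells carrying HIG-tagged alpha-DG that lacks glycosylation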
MC4R antag cAMP: blocks human MC4R cAMP signaling; P32245; MC4R-expressing cells, MTII-stimulated cAMP, LANCE TR-FRET; inhibition, % at 6.5 µM; 0.48% of 360,000 active; AID 540295;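 active = inhibition above its plate's cutoff, the mean of tested wells on that plate plus 3 SD, cut at about 29% in these data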;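 also: 0% = Melanotan II alone and 100% = Melanotan II plus saturating MCL0020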
Target sequence (P32245 whole entry, looked up): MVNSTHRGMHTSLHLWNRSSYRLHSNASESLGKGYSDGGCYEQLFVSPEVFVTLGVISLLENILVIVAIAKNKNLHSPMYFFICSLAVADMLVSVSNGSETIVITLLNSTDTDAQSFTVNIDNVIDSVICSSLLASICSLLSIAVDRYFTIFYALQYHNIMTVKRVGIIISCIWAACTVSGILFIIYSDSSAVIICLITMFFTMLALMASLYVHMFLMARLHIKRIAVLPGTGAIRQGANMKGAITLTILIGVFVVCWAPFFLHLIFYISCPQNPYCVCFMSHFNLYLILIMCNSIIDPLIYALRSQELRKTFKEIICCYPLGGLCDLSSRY
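System: U2OS cells stably expressing human melanocortin 4 receptor (MC4R). Reagent: Melanotan II challenge after compound preincubation. Doses: 6.5 µM. Times: 30-min compound, 1-h challenge, 1-h detection, room temperature. Measured by: TR-FRET with Eu-cAMP and labeled anti-cAMP, 671 nm. Replicates: singlicate.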
NOD2-RIPK2 inh: inhibitors of human NOD2-RIPK2 interaction; O43353; CHO BLA complementation NOD2-RIPK2, CCF4 ratio; inhibition, % at 4.98 µM; 0.38% of 360,000 active; AID 624267; in the data active = inhibition above about 21%;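 also: 0% = vehicle only and 100% = reference blocker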
Target sequence (O43353 whole entry, looked up): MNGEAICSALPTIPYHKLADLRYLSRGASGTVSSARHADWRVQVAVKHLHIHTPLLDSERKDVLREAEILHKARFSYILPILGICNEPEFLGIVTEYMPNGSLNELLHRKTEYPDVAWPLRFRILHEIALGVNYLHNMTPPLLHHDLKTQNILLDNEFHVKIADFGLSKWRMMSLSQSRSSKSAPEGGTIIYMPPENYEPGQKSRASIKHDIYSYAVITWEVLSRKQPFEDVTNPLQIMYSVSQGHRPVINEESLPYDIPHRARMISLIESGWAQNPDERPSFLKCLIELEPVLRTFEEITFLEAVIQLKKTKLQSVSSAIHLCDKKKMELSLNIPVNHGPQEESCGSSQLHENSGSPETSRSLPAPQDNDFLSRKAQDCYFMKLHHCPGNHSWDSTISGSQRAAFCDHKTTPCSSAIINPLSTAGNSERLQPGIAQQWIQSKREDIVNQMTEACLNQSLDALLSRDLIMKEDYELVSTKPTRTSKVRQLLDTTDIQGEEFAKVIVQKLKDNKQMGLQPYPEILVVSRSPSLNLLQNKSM
TLR9-MyD88 block: TLR9-MyD88 interaction inhibition. inhibition, % at 4.98 µM. 0.21% of 340,000 active. CHO BLA complementation TLR9-MyD88, CCF4 FRET ratio. Q9NR96+Q99836;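 active = inhibition above the mean over all tested compounds plus 3 SD, cut at about 21% in these data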;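 also: 0% = DMSO only wells and 100% = clavulanate BLA inhibitor control wells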
Vif imaging: inhibitors of HIV Vif; HEK293T cells, Vif self-association by quenched fluorescence, imaging, 24 h; 0.35% of 340,000 active; inhibition, % at 7.49 µM; in the data active = inhibition above about 50%, passing the limit was not always enough; also: some results filed as inactive read as strong as hits
ABCB6 inh MLPCN: blocks the human ABCB6 transporter. K562-ABCB6 porphyrin accumulation, flow cytometry, 1 h; stronger effect = lower value. 0.19% of 360,000 active. fluorescence ratio to DMSO, % at 10 µM. Q9NP58;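 active = fluorescence ratio to DMSO below 75%, the collection mean minus 3 SD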;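 also: signal is porphyrin accumulated inside mitochondria; 100% equals median channel fluorescence of DMSO control wells; lower ratio means ABCB6 inhibition with less porphyrin fluorescence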
MC4R ag barr: activates human MC4R beta-arrestin recruitment; P32245; 0.98% of 360,000 active; U2OS MC4R beta-arrestin complementation, luminescence; percent of melanotan II response, DMSO zero; activation, % at 8.9 µM;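 active = activation above a per-plate cutoff, the mean activation of sample wells on that plate plus 3 SD, cut at about 8% in these data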
Numbers without * were called inactive; nt = not tested or not shown.

SMILES	ABHD5 PLIN5 PPI	Exocytosis inh	N-glyco inh	aDG glyco up	MC4R antag cAMP	NOD2-RIPK2 inh	TLR9-MyD88 block	Vif imaging	ABCB6 inh MLPCN	MC4R ag barr
O=C(CC12CC3CC(CC(C3)C1)C2)NC(=S)NCc1ccco1	-14	1	-4	1.3	10	-9	2	-8	92	1.4
COc1ccc(/C=N/NC(=O)CC(=O)NCCc2ccccc2)cc1OC	1	-2	0	0.9	0	-15	-1	-8	95	4.1
COc1ccc(N(C(C)C(=O)Nc2cccnc2)S(C)(=O)=O)cc1 (stereo unspecified)	1	-1	-1	-0.5	-5	1	10	26	103	-1.7
Cc1cc(C(F)(F)F)nn1CC(=O)NNC(=S)NCC(C)C	-5	-1	2	-0.2	-3	-1	-1	nt	102	-0.6
O=C(NNc1ccccc1)C(=O)NNc1ccccc1	-7	1	1	2.9	2	-2	-11	-4	96	0.1
Nc1ncc(-n2cncn2)c(-c2ccccc2)n1	7	4	3	-0.5	16	5	-3	15	142	-2.5
O=C(Nc1ncn[nH]1)c1cc(S(=O)(=O)Nc2cccc(C(F)(F)F)c2)ccc1Cl	-3	0	-1	0.1	17	-5	3	-11	105	-0.3
CCc1cc2c(=O)nc3n(c2s1)Cc1ccccc1/C3=C(/O)c1ccc(F)cc1	6	6	10	-0.4	-4	23*	23*	-6	106	1.3
O=S(=O)(c1cccc(C(F)(F)F)c1)N1CCN(S(=O)(=O)c2ccc3c(c2)OCCO3)CC1	8	2	-1	0.1	5	-14	2	-2	92	0.0
O=[N+]([O-])c1ccccc1/C=C/CN1CCCC(CO)C1 (stereo unspecified)	-1	-4	0	0.1	4	-3	0	2	86	0.5
O=C1COc2ccc(S(=O)(=O)CCC(=O)N3CCN(c4ccccc4)CC3)cc2N1	0	-2	1	-0.1	16	3	6	0	105	-0.6
O=C(O)c1ccc(CN2C[C@@H](CO)O[C@@H](n3cnc4c(NCc5ccco5)ncnc43)C2)cc1	1	8	2	-0.2	-2	-9	nt	3	102	-1.2
O=c1[nH]c(-c2ccccc2)ncc1Oc1ccccc1	-1	10	1	2.3	8	-3	nt	22	95	-0.9
CC(C)(C)CC(=O)NC(=S)Nc1ccccc1[N+](=O)[O-]	-10	9	-1	0.4	7	-16	2	2	99	-3.7
Cc1ccc(CN(C)C(=O)c2cc(COc3ccc(F)cc3Cl)on2)o1	1	4	2	-0.1	9	9	0	12	99	-1.5
COc1c(C(=O)Nc2ccc(CN3CCOCC3)cc2)cc2ccccc2c1Br	6	4	-7	0.2	2	-2	-1	-13	100	0.1
CC(C)(C)OC(=O)N1CCC[C@H]1C(=O)N1CCC[C@H]1C(=O)NCc1ccc(F)cc1F	-11	-6	nt	-0.2	nt	-6	nt	nt	102	nt
C/C(=N\NC(=S)Nc1ccccc1C)C1Cc2ccccc2C(=O)O1 (stereo unspecified)	-6	4	-1	0.8	-2	-7	4	2	90	-1.1
Cc1cccc(NC2=NC(C)(C)N=C(N)N2)c1	0	-3	-3	-0.3	1	-2	-8	2	174	-2.0
CC(=O)c1csc(Nc2ccccc2Cl)n1	-6	-18	1	0.0	3	-4	-1	-3	98	-0.6
O=C(Nc1ccc(Br)cc1)c1ccc(N2C(=O)C3CCCCC3C2=O)cc1 (stereo unspecified)	-6	-2	-2	1.2	12	-9	-5	-7	96	0.0
O=C(CNC(=O)c1ccco1)NCc1nc2ccccc2[nH]1	0	-4	1	-0.2	-2	-7	2	0	95	-1.8
COc1ccc(CC(=O)Nc2ccc(/C(C)=N\NC(=O)c3ccc(Br)o3)cc2)cc1	-1	16	-3	0.1	7	-3	0	nt	98	-2.1
CSc1ccc(CN2CCN(C3CCCC3)C(CCO)C2)cc1 (stereo unspecified)	13	29	1	0.3	-5	-3	0	15	82	1.0
Cc1cc(C)c(OCC(=O)N/N=C/c2ccco2)c(C)c1	2	1	0	0.1	-1	-8	-3	nt	94	-0.4
O=C(NNC(=S)NC(=O)c1ccccc1)c1ccc([N+](=O)[O-])cc1	-4	0	5	0.0	2	-3	1	0	93	-2.7
O=C(CCCCCn1c(=S)[nH]c2ccc(N3CCOCC3)cc2c1=O)NC1CCN(Cc2ccccc2)CC1	-1	2	-1	0.2	3	-11	6	-1	97	-0.8
Cc1ccc(NC(=O)c2cc(=O)c3ccccc3o2)cc1	-4	-2	0	-0.1	6	2	10	-4	99	-0.8
Cc1ccc(N)c2c1OCCC2=O	4	-6	2	0.0	10	-5	-3	-5	105	1.5
CCCCOC(=O)/C=C\C(=O)OCCCC	7	-2	0	-0.3	5	9	-5	21	96	-2.0
CN(Cc1cnc2nc(N)nc(N)c2n1)c1ccc(C(=O)NC(CCC(=O)O)C(=O)O)cc1 (stereo unspecified)	7	4	-1	0.0	1	2	-7	-6	101	-1.7
COc1cc(/C=C(/C#N)c2nc3ccccc3[nH]2)ccc1OC(=O)c1ccco1	0	-2	4	-0.2	-2	-1	-4	6	104	0.4
COc1cc2c(cc1OC)C(=O)Cc1ccc3c(c1CN(C)CC2)OCO3	-3	-4	1	-0.1	3	-3	1	3	103	-1.5
Cc1ccc(S(=O)(=O)N2CC3(O)CN(C(=O)OC(C)C)N(C(=O)OC(C)C)CC3(OC(=O)NCc3ccco3)C2)cc1 (stereo unspecified)	1	0	-2	0.0	1	9	-1	-1	92	-1.1
CCc1[nH]nc2c1C(C1C=CCCC1)C(C#N)=C(N)O2 (stereo unspecified)	-2	-2	2	-0.2	3	0	-4	nt	99	-2.5
Cc1ccc(NC(=O)CN2CCN(S(=O)(=O)c3ccc(F)cc3)CC2)cc1C	-2	-3	2	0.4	1	4	4	-4	91	-1.0
CCOC(=O)C(=O)Nc1ccccc1C(=O)OC	-1	-1	1	-0.1	6	-1	-1	-1	97	-2.1
O=C(Nc1cc(F)ccc1F)C1CCCO1 (stereo unspecified)	-4	-2	1	0.0	7	-5	-6	4	98	-1.4
CC(=O)Oc1c(Sc2ccccc2[N+](=O)[O-])c(C)nn1C(C)(C)C	-1	-2	-2	0.0	-8	0	9	15	101	1.5
Cc1ccc(S(=O)(=O)NCCC(=O)Nc2ccc3c(c2)OCO3)cc1	8	0	0	-0.2	11	0	-9	2	100	0.0

Sorted by the number under MC4R ag barr (smallest number first): some entries from above
canonical_smiles | MC4R ag barr
Cc1ccc(NC(=O)CN2CCN(S(=O)(=O)c3ccc(F)cc3)CC2)cc1C | -1.0
Cc1ccc(NC(=O)c2cc(=O)c3ccccc3o2)cc1 | -0.8
CC(=O)Oc1c(Sc2ccccc2[N+](=O)[O-])c(C)nn1C(C)(C)C | 1.5

Compounds above containing bromine (3):
SMILES	ABHD5 PLIN5 PPI	Exocytosis inh	N-glyco inh	aDG glyco up	MC4R antag cAMP	NOD2-RIPK2 inh	TLR9-MyD88 block	Vif imaging	ABCB6 inh MLPCN	MC4R ag barr
COc1c(C(=O)Nc2ccc(CN3CCOCC3)cc2)cc2ccccc2c1Br	6	4	-7	0.2	2	-2	-1	-13	100	0.1
O=C(Nc1ccc(Br)cc1)c1ccc(N2C(=O)C3CCCCC3C2=O)cc1 (stereo unspecified)	-6	-2	-2	1.2	12	-9	-5	-7	96	0.0
COc1ccc(CC(=O)Nc2ccc(/C(C)=N\NC(=O)c3ccc(Br)o3)cc2)cc1	-1	16	-3	0.1	7	-3	0	nt	98	-2.1

Other entries
SMILES	ABHD5 PLIN5 PPI	Exocytosis inh	N-glyco inh	aDG glyco up	MC4R antag cAMP	NOD2-RIPK2 inh	TLR9-MyD88 block	Vif imaging	ABCB6 inh MLPCN	MC4R ag barr
Fc1ccc(NC(=S)NCc2ccccc2)cc1	9	-3	0	-0.1	-5	6	-2	0	98	-0.2
Cc1ccc(NC2=C/C(=N/S(=O)(=O)c3cccs3)c3ccccc3C2=O)cc1	-4	6	-24	-0.8	-16	-11	-8	2	101	4.1
C=CCc1cccc(/C=N/NC(=O)CCC(=O)Nc2ccc(F)cc2)c1O	-1	-7	-3	0.8	16	-9	13	7	96	0.5
CCC(C)(c1nnnn1-c1c(C)cccc1C)N(N=O)c1cccc(C(F)(F)F)c1 (stereo unspecified)	-5	0	-3	0.3	2	-6	-7	0	94	3.3
O=C(COc1ccccc1)c1ccccc1	-9	28	1	-0.4	9	-5	1	-3	97	1.9
Cc1ccc(-c2nnn(CC(=O)N(CCCO)C(C(=O)NC3CCCC3)c3ccc(Cl)cc3)n2)o1 (stereo unspecified)	-1	12	2	-0.1	-3	9	0	-5	100	1.2
CN1CCN(C2CN(Cc3ccc(F)cc3)S(=O)(=O)C2)CC1 (stereo unspecified)	-3	0	1	0.2	nt	-10	nt	nt	107	nt
CCc1n[nH]c(=S)n1/N=C/c1c[nH]c2ccc(Br)cc12	-11	-1	2	-0.1	6	-3	8	-1	91	-3.6
CNC(=S)NNC(=O)c1cn(C)nc1C	2	-10	1	-0.2	7	-2	-5	-7	94	1.6
Cc1csc2nc(CCNS(=O)(=O)c3cccs3)cn12	6	20	-1	-0.1	-5	-15	-4	2	96	-1.3
COc1ccc(/C=N/NC(=O)c2ccoc2C)cc1OC	-7	1	1	-0.1	15	3	-7	1	105	-0.8
O=C(Nc1ccc(Cl)cc1C(=O)NCCN1CCOCC1)c1ccc(Cl)cc1Cl	-4	1	-2	0.2	12	-6	3	16	98	0.1
O=C(O)c1ccccc1C(=O)Nc1ccc(S(=O)(=O)N2CCCC2)cc1	9	-12	0	-0.1	4	1	-13	-2	105	0.6
Cc1ccc(C)c(OCc2n[nH]c(=S)o2)c1	-4	-1	1	0.0	21	-3	4	1	97	1.9
COc1ccc(OC)c(CN2C(=O)c3ccccc3C2C(=O)NCc2cccnc2)c1 (stereo unspecified)	-17	1	0	-0.1	1	4	3	4	101	-0.8
Cc1ccc2c(c1)C(c1ccccc1)N(C(=O)c1ccccc1[N+](=O)[O-])CC(=O)N2 (stereo unspecified)	4	12	-3	-0.1	-6	-2	-7	-5	92	-0.9
O=C(NCc1cnn(-c2ccc(F)cc2)c1)C1CCC(=O)N(C2CC2)C1 (stereo unspecified)	-9	7	1	0.0	0	-17	-3	1	97	-2.2

These rows are one share of the data; count on the stated rates, not on these rows.
